bovine MsrA act = bovine MsrA enzyme activators, primary screen, biochemical, absorbance, HTS; purified bovine MsrA, absorbance read-out; 360,000 compounds, 0.3% hits; activation, % at 10.6 µM; in the data active means activation above about 7.5%;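 further: 0% = vehicle and 100% = reference activator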
MLLE-PAM2 inh = inhibitors of PABP1 MLLE–PAM2 peptide binding, primary screen, biochemical, fluorescence polarization, FITC-PAM2, GST-MLLE; inhibition, % at 20 µM; Polyadenylate-binding protein 1 (Homo sapiens), P11940; 360,000 compounds, 0.36% hits; in the data active means inhibition above about 35%, passing the limit was not always enough;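 further: plate controls were DMSO wells with GST-MLLE for no effect and wells lacking GST-MLLE protein for full effect; some results filed as inactive read as strong as hits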
Target sequence (P11940 whole entry, looked up): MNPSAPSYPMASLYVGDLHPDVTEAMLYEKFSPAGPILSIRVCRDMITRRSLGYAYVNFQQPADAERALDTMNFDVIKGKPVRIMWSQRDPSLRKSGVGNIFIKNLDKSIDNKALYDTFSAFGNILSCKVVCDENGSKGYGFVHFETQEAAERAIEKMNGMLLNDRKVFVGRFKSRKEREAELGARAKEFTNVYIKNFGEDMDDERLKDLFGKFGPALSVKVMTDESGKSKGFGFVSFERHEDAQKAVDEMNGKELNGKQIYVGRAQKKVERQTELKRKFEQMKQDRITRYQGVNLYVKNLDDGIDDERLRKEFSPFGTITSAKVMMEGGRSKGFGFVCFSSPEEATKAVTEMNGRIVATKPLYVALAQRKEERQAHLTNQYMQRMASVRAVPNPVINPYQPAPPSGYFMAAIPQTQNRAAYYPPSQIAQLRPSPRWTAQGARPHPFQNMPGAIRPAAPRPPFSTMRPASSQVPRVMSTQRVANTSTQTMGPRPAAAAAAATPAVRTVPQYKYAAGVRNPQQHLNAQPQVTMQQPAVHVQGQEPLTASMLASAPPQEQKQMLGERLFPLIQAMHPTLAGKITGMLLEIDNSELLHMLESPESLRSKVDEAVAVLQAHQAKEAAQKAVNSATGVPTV
FAS-TE inh = FAS thioesterase domain inhibitors, primary screen, biochemical, fluorescence intensity, uHTS | Fatty acid synthase (Homo sapiens), P49327 | recombinant FAS-TE, OMFH fluorogenic substrate, fluorescence endpoint | inhibition, % at 15 µM | 360,000 compounds, 0.67% hits | AID 602261, 2012;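 active means compounds whose normalised, plate-corrected inhibition of enzyme fluorescence in the single-dose primary screen is 50% or more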;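 further: 0% = DMSO with enzyme and 100% = substrate without enzyme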
E coli Lon inh = inhibitors of E. coli Lon protease, primary screen, biochemical, fluorescence polarization; purified E. coli Lon protease; inhibition, % at 7.94 µM; 360,000 compounds, 0.42% hits; P0A9M0; AID 602123, 2011; in the data active means inhibition above about 13%, passing the limit was not always enough;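 further: 0% = enzyme with probe and DMSO and 100% = no enzyme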
Rin1-Abl PPI inh = inhibitors of Rin1-Abl protein binding, primary screen, biochemical, TR-FRET. Tyrosine-protein kinase ABL1 (Homo sapiens) + Ras and Rab interactor 1 (Homo sapiens), …. inhibition, % at 7.35 µM. 360,000 compounds, 0.4% hits. AID 588664, 2011; in the data active means inhibition above about 5%, passing the limit was not always enough
MsrA inhibitor = bovine MsrA enzyme inhibitors, primary screen, biochemical, absorbance, HTS; Methionine sulfoxide reductase A (Bos taurus); purified bovine MsrA, absorbance read-out; inhibition, % at 15.5 µM; 360,000 compounds, 0.75% hits; AID 651718, 2012; in the data active means inhibition above about 4.5%;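 further: 0% = vehicle wells with enzyme and 100% = reference inhibitor wells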
Rpn11 inh = Rpn11 (PSMD14) deubiquitinase inhibitors, primary screen, biochemical, fluorescence polarization, uHTS; 26S proteasome non-ATPase regulatory subunit 14 (Homo sapiens), O00487; human 26S proteasome, Ub4-pepOG fluorescence polarization; 20S core pre-blocked with epoxomicin; calls only at 20 µM; 360,000 compounds, 0.59% hits;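 active means inhibition at 20 µM, scaled to each plate's controls, above about 33%, limit read from the data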
Target sequence (O00487 whole entry, looked up): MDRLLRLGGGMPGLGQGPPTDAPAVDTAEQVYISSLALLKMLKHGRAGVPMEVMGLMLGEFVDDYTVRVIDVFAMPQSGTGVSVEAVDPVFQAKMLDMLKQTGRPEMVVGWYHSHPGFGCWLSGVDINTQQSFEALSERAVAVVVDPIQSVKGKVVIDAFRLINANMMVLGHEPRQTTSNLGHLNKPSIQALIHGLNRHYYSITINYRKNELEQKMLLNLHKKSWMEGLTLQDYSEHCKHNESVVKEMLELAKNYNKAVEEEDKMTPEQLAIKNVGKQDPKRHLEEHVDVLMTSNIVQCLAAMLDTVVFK
CSN deneddyl inh = inhibitors of CSN-mediated cullin deneddylation, primary screen, biochemical, fluorescence polarization, uHTS; COP9 signalosome complex subunit 5 (Homo sapiens), Q92905; inhibition, % at 12.5 µM; Purified CSN, SCF-Nedd8-OG deneddylation; AID 651999, 2013; 360,000 compounds, 0.38% hits;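 active means pattern-corrected inhibition above about 35%, with an unprinted fluorescence ratio check between 0.5 and 1.5, limit read from the data, passing the limit was not always enough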;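 further: 0% = enzyme with substrate and 100% = substrate without enzyme; some results filed as inactive read as strong as hits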
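Schedule: reaction 90 min, room temperature / Assay system: HEK293T-derived human Csn5 enzyme / Input: Csn5 at 0.24 nM final / Measure: inhibition of Csn5 cleavage, % / Control set: substrate-only high control, full reaction low control / Technique: fluorescence polarization of the substrate / Buffer or medium: Tris/NaCl/DTT buffer, pH 7.5 / Reagent: SCFSkp2-Nedd8OG substrate at 10 nM final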
MT1-MMP act inh = blockers of MT1-MMP proenzyme processing, primary screen, HT1080 RFP-PRO-GFP cells, GFP/RFP fluorescence; GFP/RFP ratio fluorescence, overnight; percent of plate control window, DMSO zero; GFP/RFP ratio change, % at 20 µM; 360,000 compounds, 0.061% hits; AID 651647, 2012;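 active means GFP/RFP ratio change of at least 30% with cell ATP level not reduced by more than half and red fluorescence within 50% of control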; further: strong numbers were not always called active
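Assay system: HT1080 RFP-PRO-GFP cells. Benchmarks: DMSO vehicle wells and RFP-L50D-GFP reporter cell wells. Times: overnight cell settling, then overnight compound exposure, 37 °C, 5% CO2. Compound: 20 µM single dose, 1% DMSO. Read-out basis: GFP/RFP fluorescence ratio.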
* = called active by the depositor; i = inactive; . = not tested or not shown.

SMILES	bovine MsrA act	MLLE-PAM2 inh	FAS-TE inh	E coli Lon inh	Rin1-Abl PPI inh	MsrA inhibitor	Rpn11 inh	CSN deneddyl inh	MT1-MMP act inh
O=C(COC(=O)c1ccc[n+]([O-])c1)Nc1cc([N+](=O)[O-])ccc1Cl	-4.3	12.7	6.3	-12.1	0.3	-0.5	i	-3.0	3.8
CC(C)C(O)(C#CCN1CCCCCC1)c1ccccc1 (configuration not stated)	-3.1	-11.2	-3.1	-6.0	0.7	0.6	i	-3.2	4.3
CSCC[C@H](NC(=O)Nc1ccc(C)cc1)C(=O)O	-4.5	-4.7	-11.2	-3.3	3.2	0.2	i	-1.4	8.5
O=C(COC(=O)c1ccc(O)cc1)Nc1nccs1	-2.9	10.3	-5.9	-0.4	3.9	1.1	i	7.2	1.9
O=C(c1ccc(F)cc1)C1CCN(C(=S)Nc2ccc(F)cc2)CC1	-1.6	-103.4	8.1	-10.3	-2.1	-0.1	i	-1.6	4.2
CCOc1ccc(NC(=O)CN(C)C(=O)c2c(-c3ccccc3Cl)noc2C)cc1OCC	-2.0	5.4	-0.9	2.5	5.6	-0.8	i	-3.4	-0.6
COc1ccccc1N1CCN(C(=O)c2ccc3nc[nH]c3c2)CC1	-2.5	4.4	-6.1	-1.4	-4.7	-0.5	i	1.2	6.5
COc1ccc(C2Nc3ccccc3NC3=C2C(=O)CC(C)(C)C3)cc1OC (configuration not stated)	-2.9	13.7	-7.3	-2.6	-1.1	3.1	i	-4.5	-10.6
CC1=C(C(=O)OCc2ccccc2)C(c2ccc([N+](=O)[O-])cc2)NC(=O)N1C (configuration not stated)	-1.2	-4.8	32.5	-6.8	-2.1	-0.1	i	-1.8	-0.1
S=C(NCc1ccccc1)NCc1cccc(Cl)c1	-2.6	-93.3	15.2	1.6	1.8	0.7	i	5.1	0.8
CCOc1cc(C)c(S(=O)(=O)N2CCCCC2)cc1C	-1.7	10.5	9.7	2.1	-1.0	-0.1	i	-1.0	-2.3
COc1ccccc1N1CCN(C(=O)C2CCN(C(=O)c3ccc(C(C)(C)C)cc3)CC2)CC1	-1.6	22.3	-0.3	-2.2	4.7	-0.1	i	-5.9	2.9

3 compounds from above, arranged by formula weight, largest number first.
SMILES	bovine MsrA act	MLLE-PAM2 inh	FAS-TE inh	E coli Lon inh	Rin1-Abl PPI inh	MsrA inhibitor	Rpn11 inh	CSN deneddyl inh	MT1-MMP act inh
CCOc1ccc(NC(=O)CN(C)C(=O)c2c(-c3ccccc3Cl)noc2C)cc1OCC	-2.0	5.4	-0.9	2.5	5.6	-0.8	i	-3.4	-0.6
COc1ccccc1N1CCN(C(=O)C2CCN(C(=O)c3ccc(C(C)(C)C)cc3)CC2)CC1	-1.6	22.3	-0.3	-2.2	4.7	-0.1	i	-5.9	2.9
O=C(COC(=O)c1ccc[n+]([O-])c1)Nc1cc([N+](=O)[O-])ccc1Cl	-4.3	12.7	6.3	-12.1	0.3	-0.5	i	-3.0	3.8

(more compounds)
SMILES	bovine MsrA act	MLLE-PAM2 inh	FAS-TE inh	E coli Lon inh	Rin1-Abl PPI inh	MsrA inhibitor	Rpn11 inh	CSN deneddyl inh	MT1-MMP act inh
O=C(Nc1ccccc1C(=O)O)c1ccc(Cl)c(S(=O)(=O)N2CCOCC2)c1	0.6	-2.4	-1.8	-1.6	-6.7	-0.2	i	-5.3	2.2
COC(=O)c1ccccc1NCCO	-0.1	-4.4	-1.8	-6.8	-0.1	-0.1	i	-1.7	1.4
COc1cccc(-n2nnc3c(=O)n(Cc4ccc(Br)cc4)cnc32)c1	-1.1	1.8	-10.5	-9.0	-0.5	-0.7	i	5.7	5.9
COc1ccc(S(=O)(=O)Nc2c(C)c(C)cc3c2ncn3C)cc1	-2.4	-1.7	-14.5	3.0	1.8	-0.5	i	2.9	0.7
CCN(c1ccccc1)c1cc2ccccc2c(=O)[nH]1	-4.9	-8.1	33.2	4.3	4.3	0.3	i	16.6	-2.3
CCCc1nnc(SCC(=O)Nc2ccc(C(=O)OCC)cc2)o1	-2.7	-0.1	-1.4	0.9	1.8	-2.1	i	-0.6	0.6
COC(=O)CN1C(=O)[C@H]2[C@@H](c3ccc(C)o3)N3C(=O)CN(Cc4ccccc4)C(=O)[C@@]3(C)[C@H]2C1=O	-9.0	17.5	-13.8	-2.8	4.2	-1.2	i	-0.3	-0.1
Cc1nc(SCc2ccccc2)n[nH]1	-7.2	2.5	0.9	-4.4	-2.7	0.8	i	-6.5	-0.1
O=C(CSc1nnc(-c2ccc(O)cc2)o1)Nc1cccc(O)c1	-2.8	3.2	-3.3	-6.2	1.2	-0.2	i	-2.5	-3.5
CC(C)NC(=O)NC(=O)CSc1nnc(COc2ccccc2Cl)o1	-1.7	0.2	-9.5	3.9	2.2	-0.1	i	4.7	1.3
c1ccc2c(c1)OCC(c1nn3c(Cn4nnc5ccccc54)nnc3s1)O2 (configuration not stated)	-12.1	33.0	-0.2	4.1	4.9	2.2	i	1.9	.
CCCSc1nnc(NC(=O)Nc2ccc(F)cc2)s1	0.6	-0.8	-5.8	-7.4	4.0	-0.2	i	-6.7	-29.1
COC(=O)c1cc(COc2ccc3c(c2)oc(=O)c2ccccc23)c(C)o1	-5.3	5.2	-1.1	-7.2	-21.5	-1.1	i	-2.1	2.6
CC1=NN(c2ccc(C)c(C)c2)C(=O)C1C(c1cccc(O)c1)C1C(=O)N(c2ccc(C)c(C)c2)N=C1C (configuration not stated)	-12.8	19.9	13.4	-6.5	2.1	-1.2	i	2.9	5.2
Oc1[nH]c2ccccc2c1C1=NCCCCC1	-4.5	-5.1	-8.2	-7.0	-1.5	4.6*	i	0.1	-1.0
c1ccc2c(CCNc3ncnc4nc[nH]c34)c[nH]c2c1	-0.3	2.1	-12.7	-6.7	-0.9	0.0	i	0.5	-9.5
N#Cc1ccc(Oc2nc(C(N)=O)cc(-c3ccccc3)n2)cc1	-4.0	-10.1	2.2	-4.8	0.5	0.2	i	-2.8	-0.6
CN(C(=O)c1cccc(NC(=O)Cc2cccc(NC(=O)C3CCN(C(=O)C4CCCC4)CC3)c2)c1)C1CC1	1.0	-9.4	-7.7	4.1	-0.5	-0.5	i	-2.9	1.3
CCn1cc(CN2CCCC(CNS(=O)(=O)c3cccc4cccnc34)C2)cn1 (configuration not stated)	-1.8	-4.9	-4.7	1.3	-0.5	-1.7	i	1.3	-0.9
CCC(=O)Nc1cc(-c2cc3ccccc3oc2=O)ccc1OC	-5.8	2.3	-3.8	3.0	-1.4	2.5	i	6.2	2.8
COc1ccc(-n2c(=S)[nH]c3cc(C(=O)Nc4cccc(C)c4)ccc3c2=O)cc1	-9.1	11.3	-3.0	1.7	0.5	0.2	i	-1.3	-1.3
O=C(NCCCN1CCCC1=O)c1cccs1	-3.2	17.4	-6.1	3.5	-1.6	-0.9	i	2.1	-0.4
CCCN(CCC)S(=O)(=O)c1ccc(C(=O)Nc2nnc(COC)o2)cc1	-3.0	3.9	2.9	4.2	-1.3	-1.6	i	-1.6	-1.2
Cc1ccc(S(=O)(=O)N2CCN(c3ncccn3)CC2)cc1C	-2.2	-6.3	12.2	-1.9	0.1	-0.4	i	2.5	4.6
Cc1ccc(NC(=O)NCCCN2CCCC2=O)cc1	-2.6	-2.9	-8.8	-4.0	-1.7	2.6	i	-1.5	-1.7
CCCC(Oc1ccc(Br)cc1)c1nc2c3cc(OC)c(OC)cc3nc(=S)n2[nH]1 (configuration not stated)	-0.8	-5.2	29.4	-4.0	-3.2	-1.5	i	2.2	5.0
CCn1c(CNC(=O)c2ccccc2F)cc2cc(C)ccc21	-3.5	-0.6	2.9	-19.3	-3.6	-0.7	i	2.9	-2.5
CCOC(=O)Oc1ccc(/C=C2\N=C(C)OC2=O)cc1	-1.5	-14.8	2.2	-0.5	1.7	-0.8	i	-0.8	-2.5
O=C(Nc1ccc(F)cc1)Nc1ccc(NC(=O)c2ccccc2O)cc1	0.0	3.2	0.6	1.4	-1.1	1.5	i	1.5	3.8
O=C(NCc1ccc2c(c1)OCO2)C1CCC(CNc2c(N3CCCCC3)c(=O)c2=O)CC1 (configuration not stated)	-1.3	13.6	9.6	6.8	-3.2	0.3	i	1.5	4.1
Cc1ccccc1N(CC(=O)NCc1ccc2c(c1)OCO2)C(=O)C1CSC(=O)C1 (configuration not stated)	-2.1	-4.4	68.8*	0.8	1.4	0.2	i	11.9	1.6
COCCN1C=C(C(=O)OC)C(c2ccc3c(c2)OCO3)C(C(=O)OC)=C1	-3.3	14.3	-0.3	2.3	-2.2	1.5	i	-1.7	-3.4
CCOC(=O)Cn1nc(C)n(-c2ccc(C(C)C)cc2)c1=O	-10.0	10.9	-7.6	13.6	-0.7	-0.7	i	-0.9	4.7
c1ccc(Oc2ccccn2)cc1	-2.1	4.1	-3.6	7.7	-1.0	-0.3	i	0.8	-2.0
O=C(COC(=O)COc1ccc(Cl)cc1)NCc1ccc2c(c1)OCO2	-0.8	5.0	-8.6	-3.1	1.7	-0.3	i	0.9	2.7
CCOC(=O)C1CCCN(C(=O)CCn2nnnc2CN2CCOCC2)C1 (configuration not stated)	-5.9	-11.8	-5.5	-0.2	3.1	0.0	i	-2.8	0.6
OCCNC(=S)c1ccccc1	-3.2	4.3	-3.8	-0.1	0.0	-0.3	i	-4.0	-2.9
CCCC(=O)N1c2ccccc2C(=C2SC(C(=O)OC)=C(C(=O)OC)S2)C(=S)C1(C)C	-2.8	37.8	23.1	-7.3	2.6	1.1	i	0.6	13.0
COc1ccc(NC(=O)c2ccc(Cl)cc2)c[n+]1[O-]	-2.1	2.3	-5.9	1.4	1.6	0.4	i	1.6	1.9
COc1ccc(S(=O)(=O)N2CCOC2CNC(=O)C(=O)NCCN(C)C)cc1 (configuration not stated)	-2.1	10.7	0.8	2.9	1.2	-1.2	i	1.1	3.2
COC(=O)c1ccc(N2C(=O)CC(N(C)CCc3ccc(OC)c(OC)c3)C2=O)cc1 (configuration not stated)	-4.6	14.3	-4.0	-5.7	1.1	-0.3	i	-1.2	-1.4
O=C(Nc1cccc2c1CCCC2)c1ccco1	-1.2	-14.0	-3.0	-4.5	0.7	.	i	-1.6	1.4
Nc1cc(=O)nc(SCC(=O)NCc2ccccc2)n1CCc1ccccc1	0.0	12.4	-2.0	-1.7	3.4	-1.2	i	3.2	3.8
COc1ccc2[nH]c(=O)c(CN(C(C)=O)c3cc(C)ccc3C)cc2c1	-0.3	-6.1	-5.3	3.6	-1.7	1.0	i	-7.0	0.3
COc1ccc(Oc2ccc(/C=N/NC(=O)c3cccnc3)cc2[N+](=O)[O-])cc1	-2.5	-10.6	19.4	3.0	-2.3	0.0	i	-5.5	0.5
Cc1ccc(S(=O)(=O)Nc2ccc(Cl)cc2C(=O)c2ccccc2)cc1	-12.6	23.1	29.4	0.7	0.6	-0.1	i	-17.6	3.1

Source: PubChem
